Fh CTSL1 inh = counter-screen for PFM18AAP inhibitors: inhibitors of F. hepatica cathepsin L1; recombinant F. hepatica cathepsin L1, Z-Leu-Arg-MCA fluorescence; inhibition, % at 5.96 µM; actives 0.49% (n = 300,000); AID 1906;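 active = inhibition above the mean of all tested compounds plus 3 SD, set per screening campaign, cut at about 17% in these data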;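 also: 0% = plate median of test compound wells and 100% = 1 µM Z-Phe-Ala-diazomethylketone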
PP5 primary = inhibitors of human protein phosphatase 5 (PP5). purified PP5c, OMFP substrate fluorescence. inhibition, % at 6.7 µM. actives 0.18% (n = 320,000). AID 1987;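 active = inhibition above the campaign's mean inhibition across all tested compounds plus 3 SD, cut at about 9.5% in these data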;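 also: 0% = DMSO only and 100% = 100 µM cantharidin control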
procasp7 counter = counter-screen: procaspase-7 (human) activation; activation, % at 8.5 µM; recombinant procaspase-7, Ac-DEVD-pNA absorbance 405 nm; D23A/D198A/D206A triple mutant, cannot self-cleave; scale: DMSO 0, 5 µM enzyme 100; P55210; actives 0.093% (n = 330,000); AID 463210;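 active = percent activation above the screen-wide mean plus 3 SD, cut at about 25% in these data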
Target sequence (P55210 whole entry D23A/D198A/D206A): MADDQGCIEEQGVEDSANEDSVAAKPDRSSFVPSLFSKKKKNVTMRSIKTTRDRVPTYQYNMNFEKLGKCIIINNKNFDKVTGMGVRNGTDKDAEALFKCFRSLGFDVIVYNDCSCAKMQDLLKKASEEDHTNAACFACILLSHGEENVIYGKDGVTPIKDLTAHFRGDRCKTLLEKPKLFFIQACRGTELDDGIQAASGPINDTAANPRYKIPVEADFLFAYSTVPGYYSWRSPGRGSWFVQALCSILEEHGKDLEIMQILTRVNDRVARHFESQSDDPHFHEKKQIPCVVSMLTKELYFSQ
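Detection: p-Nitroaniline absorbance at 405 nm, read at 0 and 120 min; system: Uncleavable procaspase-7 mutant enzyme; evaluation: % activation from two-timepoint absorbance difference, scaled to controls; times: 1 h enzyme–compound preincubation and 2 h substrate reaction, both 25 °C; buffer or medium: Zinc-free HEPES pH 7.4 with 300 mM NaCl, 0.01% Triton X-100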
AHR act = human AHR activation; actives 2.5% (n = 320,000); AID 2796; P35869; AHR-responsive luciferase reporter cells, luminescence; activation, % at 5 µM; in the data active = activation above about 47%;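 also: 0% = vehicle wells and 100% = reference agonist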
HCV core dimer = blocks dimerization of HCV core protein; TR-FRET GST/Flag-core106 dimerization, 1536-well; inhibition, % at 5 µM; actives 0.33% (n = 300,000); AID 1899;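 active = inhibition above the mean of all tested compounds plus 3 SD, set per screening campaign, cut at about 45% in these data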
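Material: GST/Flag-tagged HCV core106 proteins. Incubation: 4 h, 22.5 °C incubation. Read-out basis: inhibition (%) from 671 over 617 nm ratio. Measured by: TR-FRET, excitation 340 nm, emission 617 and 671 nm.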
PAFAH2 FP inh = inhibitors of human PAFAH2; Q99487; actives 0.99% (n = 340,000); inhibition, % at 3.39 µM; recombinant PAFAH2, FP-rhodamine activity probe, fluorescence polarization; AID 492956;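 active = inhibition above the mean over all tested compounds plus 3 SD, cut at about 30% in these data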;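 also: inhibitors block probe labeling of enzyme so polarization drops; 0% = enzyme with DMSO and 100% = wells lacking PAFAH2 protein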
TPT1 inh = blocks Candida albicans tRNA 2'-phosphotransferase. recombinant caTPT1, FP RNA substrate dephosphorylation. inhibition, % at 5 µM. actives 0.81% (n = 300,000). AID 1962;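 active = inhibition above the mean of all tested compounds plus 3 SD, set per screening campaign, cut at about 24% in these data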;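 also: plate controls were DMSO alone for no effect and ferristatin control at 100 nM for full effect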
PP1 inh = blocks human PP1-alpha phosphatase, a PP5 counter-screen; P62136; purified PP1alpha, OMFP fluorescence; inhibition, % at 6.7 µM; actives 0.9% (n = 320,000); AID 2235;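 active = inhibition above the mean inhibition of all tested compounds plus 3 SD, computed separately for each screening campaign, cut at about 15% in these data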
Target sequence (P62136 whole entry, looked up): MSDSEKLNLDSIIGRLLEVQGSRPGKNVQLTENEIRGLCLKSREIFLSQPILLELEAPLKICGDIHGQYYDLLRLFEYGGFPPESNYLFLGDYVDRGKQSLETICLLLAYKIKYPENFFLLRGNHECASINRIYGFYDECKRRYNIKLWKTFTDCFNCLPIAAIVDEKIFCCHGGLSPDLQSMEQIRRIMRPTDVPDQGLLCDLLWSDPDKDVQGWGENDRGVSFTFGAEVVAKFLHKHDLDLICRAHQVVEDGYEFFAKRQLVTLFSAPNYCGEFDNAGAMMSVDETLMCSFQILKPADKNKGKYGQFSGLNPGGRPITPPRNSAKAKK
procasp3 activ = activates human procaspase-3. activation, % at 8.5 µM. actives 0.11% (n = 330,000). recombinant procaspase-3 D3A, Ac-DEVD-pNA absorbance 405 nm;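 active = activation above the mean of all tested compounds plus 3 SD, cut at about 21% in these data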;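 also: 0% = DMSO alone and 100% = DMSO wells spiked with extra 5 µM PC-3 D3A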
Target sequence (P42574 whole entry D9A/D28A/D175A): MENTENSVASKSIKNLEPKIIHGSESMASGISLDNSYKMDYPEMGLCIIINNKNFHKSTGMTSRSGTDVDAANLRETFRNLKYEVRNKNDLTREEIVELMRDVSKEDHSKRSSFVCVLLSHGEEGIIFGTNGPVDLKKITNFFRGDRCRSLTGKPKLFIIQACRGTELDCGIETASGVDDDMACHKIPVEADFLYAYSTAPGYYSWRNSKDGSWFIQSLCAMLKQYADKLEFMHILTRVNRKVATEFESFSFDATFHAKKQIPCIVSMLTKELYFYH
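System: Procaspase-3 D3A mutant. Medium: Zinc-free 300 mM NaCl, 50 mM HEPES, 0.01% Triton X-100. Schedule: 1 h preincubation plus 2 h reaction at 25 °C. Measured by: 405 nm absorbance of p-nitroaniline, reads at 0 and 120 min. Read-out: percent activation relative to control range.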
Active calls of the source: *; . = not tested or not shown; & = joins results of further samples. Hits appear at their usual frequency. Share with any hit: about 5.6%.

Preview (14 entries):
SMILES	Fh CTSL1 inh	PP5 primary	procasp7 counter	AHR act	HCV core dimer	PAFAH2 FP inh	TPT1 inh	PP1 inh	procasp3 activ
C=CCNC(=O)COC(=O)COc1ccc(Cl)cc1	-1	-0.1	-1	-2	2	-5	4	-2	4
COc1cccc(-c2csc(NNC(=O)c3cccs3)n2)c1	-5	-0.2	-13	25	0	.	-2	-3	-15
CC(C)CCNC(=O)C(c1cccs1)N(CC1CCCO1)C(=O)Cn1nnc2ccccc21 (configuration not stated)	-4	1.1	6	3	1	11	2	1	-3
O=C(CSc1nc2[nH]c(=O)[nH]c(=O)c2s1)Nc1cccc(F)c1	.	0.3	-10	-1	.	-6	.	2	8
COc1cc(C(=O)N2CCSCC2)ccc1OC1CCN(C(C)=O)CC1	2	1.6	-3	-3	-1	-12	-5	-5	-7
CCOC(=O)C(C)Oc1ccc(C2NC(=O)NC(C)=C2C(C)=O)cc1Br (configuration not stated)	1	-2.2	4	0	6	5	0	-8	1
COCCNC(C(=O)Nc1ccc(C)cc1[N+](=O)[O-])c1ccccc1 (configuration not stated)	-4	-0.9	-27	8	2	-1	-1	-6	-13
Cc1ccc(C)c(OCC(=O)Nc2ccccc2C(=O)N2CCOCC2)c1	0	-0.4	0	6	-4	2	1	-4	-2
CCS(=O)(=O)c1ccc(OC)c(N=Nc2ccc(O)c3ncccc23)c1	-1	1.9	12	3	-12	-4	-5	15*	0
CCOC(=O)N1CCC(N2CCN(S(=O)(=O)CC)CC2)CC1	-4	5.4	-2	-1	-2	5	0	-4	2
CC(C)(C)OC(=O)NCCNC(=O)c1cccs1	-1	-2.3	1	1	4	-1	-3	-3	-4
CN(C(=O)c1cccs1)c1ccc(OCC(=O)Nc2ccc(C(=O)O)cc2)cc1	2	0.7	7	1	-3	8	-2	-2	-2
O=C1c2ccccc2NC(c2ccc(O)cc2)N1c1ccccc1 (configuration not stated)	6	0.2	2	-1	1	9	-2	0	5
S=C(Nc1ccc(Cl)cc1)N(CCCN1CCOCC1)Cc1cccs1	-3	1.1	-8	1	-4	11	57*	-1	-6

The whole of this part, repeating the preview:
SMILES	Fh CTSL1 inh	PP5 primary	procasp7 counter	AHR act	HCV core dimer	PAFAH2 FP inh	TPT1 inh	PP1 inh	procasp3 activ
C=CCNC(=O)COC(=O)COc1ccc(Cl)cc1	-1	-0.1	-1	-2	2	-5	4	-2	4
COc1cccc(-c2csc(NNC(=O)c3cccs3)n2)c1	-5	-0.2	-13	25	0	.	-2	-3	-15
CC(C)CCNC(=O)C(c1cccs1)N(CC1CCCO1)C(=O)Cn1nnc2ccccc21 (configuration not stated)	-4	1.1	6	3	1	11	2	1	-3
O=C(CSc1nc2[nH]c(=O)[nH]c(=O)c2s1)Nc1cccc(F)c1	.	0.3	-10	-1	.	-6	.	2	8
COc1cc(C(=O)N2CCSCC2)ccc1OC1CCN(C(C)=O)CC1	2	1.6	-3	-3	-1	-12	-5	-5	-7
CCOC(=O)C(C)Oc1ccc(C2NC(=O)NC(C)=C2C(C)=O)cc1Br (configuration not stated)	1	-2.2	4	0	6	5	0	-8	1
COCCNC(C(=O)Nc1ccc(C)cc1[N+](=O)[O-])c1ccccc1 (configuration not stated)	-4	-0.9	-27	8	2	-1	-1	-6	-13
Cc1ccc(C)c(OCC(=O)Nc2ccccc2C(=O)N2CCOCC2)c1	0	-0.4	0	6	-4	2	1	-4	-2
CCS(=O)(=O)c1ccc(OC)c(N=Nc2ccc(O)c3ncccc23)c1	-1	1.9	12	3	-12	-4	-5	15*	0
CCOC(=O)N1CCC(N2CCN(S(=O)(=O)CC)CC2)CC1	-4	5.4	-2	-1	-2	5	0	-4	2
CC(C)(C)OC(=O)NCCNC(=O)c1cccs1	-1	-2.3	1	1	4	-1	-3	-3	-4
CN(C(=O)c1cccs1)c1ccc(OCC(=O)Nc2ccc(C(=O)O)cc2)cc1	2	0.7	7	1	-3	8	-2	-2	-2
O=C1c2ccccc2NC(c2ccc(O)cc2)N1c1ccccc1 (configuration not stated)	6	0.2	2	-1	1	9	-2	0	5
S=C(Nc1ccc(Cl)cc1)N(CCCN1CCOCC1)Cc1cccs1	-3	1.1	-8	1	-4	11	57*	-1	-6
COc1ccc(NC(=S)Nc2cccc3ccccc23)cc1OC	0	5.2	-13	44	2	-1	1	2	-8
O=C(COc1ccc(Cl)cc1)N1CCN(C(=O)c2cccc(F)c2)CC1	-2	1.6	4	5	-7	-3	-5	-2	-7
CN1CCN(C(=O)c2ccccc2NC(=O)CCN2C(=O)c3ccccc3C2=O)CC1	-3	2.8	-3	3	-4	9	-7	-3	-6
CC(C)CC(=O)c1c[nH]c(C(=O)NCc2cccnc2)c1	-2	-1.0	6	23	-2	-10	-1	-4	6
Cc1ccc(Nc2nc(Nc3ccc(C)cc3)nc(SC3=NCCS3)n2)cc1	1	0.7	4	60*	6	-10	-2	2	-1
CC(C)CCN1C(N(C)C)=NC[C@@H]1C	-3	3.0	-5	-1	5	-4	-1	-3	1
CC(C)c1csc(CN2CCC(n3nccc3NC(=O)Cc3ccccc3)CC2)n1	-2	5.9	-3	0	-15	5	-1	-1	3
Cc1cccn2cc(CNC(=O)c3ccc(Br)o3)nc12	-3	-0.8	19	29	-2	1	1	-1	4
O=C(CCc1ccccc1)N1CCN(CCO)CC1	1	3.1	2	0	-1	-4	-2	0	-1
Cc1cc(C(=O)Nc2ccccc2)oc1C	-2	2.3	4	0	2	-2	1	8	5
CCN(CC)S(=O)(=O)c1cccc(-c2nnc(SCC(=O)c3cc(C)n(C)c3C)o2)c1	1	-2.3	2	-3	13	6	-3	-3	13
COc1ccc(NC(=O)Cn2c(=O)n(CCC(=O)NCC3CCCO3)c(=O)c3cc(OC)c(OC)cc32)cc1 (configuration not stated)	5	-0.8	1	0	-6	2	2	0	-8
Cc1noc(C)c1CSc1nnc2scc(-c3ccc(Cl)cc3)n12	-2	-0.1	2	-1	1	-3	1	0	1
CCOc1ccc(C(Nc2ccc(C)cc2)P2(=O)OCCCO2)cc1 (configuration not stated)	0	1.2	8	2	-2	-10	-4	-3	1
Cc1c(NC(=O)C(C)OC(=O)CNC(=O)c2ccc(C(C)(C)C)cc2)c(=O)n(-c2ccccc2)n1C (configuration not stated)	7	1.1	10	4	6	4	3	-2	2
C#CCOCCOCCOCCNc1nc(N2CCOCC2)nc(N2CCN(C(=O)[C@H](CCC(=O)O)n3cc(C(N)Cc4ccc(O)cc4)nn3)CC2)n1 (some centres not stated)	-6	1.8	-10	-3	1	-6	-4	-1	7
CSc1nccc(NC(=O)c2ccc(C(C)(C)C)cc2)n1	0	3.6	-14	1	0	-1	-2	4	14
CCOc1ccc(OCC)c(NC(=O)C2COc3ccccc3O2)c1 (configuration not stated)	2	2.9	1	8	-4	8	-1	-2	1
C=CCn1c(Cc2csc(N)n2)nnc1SCc1ccc(C(=O)OC)cc1	0	1.1	3	-1	1	2	1	-1	7
Cc1ccc(N(C(=O)Cc2cccs2)C(C(=O)NC2CCCCC2)c2ccccn2)cc1C (configuration not stated)	3	2.6	-5	-2	12	-2	1	3	0
COc1cc(/C=C/C(=O)Nc2ccc3[nH]c(=O)[nH]c3c2)cc(OC)c1OC	3	1.6	10	2	0	1	0	1	1
Cc1nc2ccccc2c(C)c1CC(=O)N(CC(C)C)c1c(N)n(Cc2ccccc2)c(=O)[nH]c1=O	11	-1.9	2	3	5	0	0	-1	14
O=C(COC(=O)C1CCN(S(=O)(=O)c2cc([N+](=O)[O-])ccc2Cl)CC1)Nc1ncc(Cl)cc1Cl	16	-4.9	17	14	12	10	-2	-5	1
C[C@H](CCC(=O)O)[C@H]1CC[C@H]2[C@@H]3[C@H](O)C[C@@H]4C[C@H](O)CC[C@]4(C)[C@H]3C[C@H](O)[C@]12C	-5&-2&0	3.5&-0.8&3.2	-16&8&-8	0&-2&-1	2&0&3	2&3&3	2&1&-3	-4&-1&0	-8&9&9
CCCCc1nc2cc(C(=O)N(C)CCc3cn[nH]c3)ccc2o1	-3	0.6	-3	5	-6	3	-3	0	-1
CN(c1ccc(C(=O)Nc2ccc3c(c2)OCCO3)cc1)S(C)(=O)=O	-4	1.4	2	3	-1	0	2	0	-1
CC(C)(C)C(=O)NNC(=O)COc1ccc2ccccc2c1Br	-5	-1.2	1	11	10	0	3	-3	3
CCN1CCN(Cc2ccc(NC(=O)c3ccc(C)c(NC(=O)c4cccc5[nH]ccc45)c3)cc2C(F)(F)F)CC1	1	0.4	-1	4	-9	-3	2	-2	-2
COc1ccccc1NC(=O)CCSc1nnnn1C	0	-1.1	-5	1	-3	8	-2	-1	9
CC(=O)c1c(C)[nH]c(C(=O)COc2cc(C)cc(C)c2)c1C	-1	-0.1	4	33	1	-14	-2	0	3
CC(C)S(=O)(=O)c1csc(NC(=O)Nc2cccc([N+](=O)[O-])c2)c1Cl	1	4.1	10	1	1	-6	-2	0	3
COc1ccc(CCNC(=O)C2CCC(CNc3c(N4CCCC4)c(=O)c3=O)CC2)cc1OC (configuration not stated)	-1	-2.6	4	3	-5	3	-6	-4	4
COc1ccc(NC(=O)c2cccs2)cc1OC	4	1.5	5	2	-1	-5	-1	2	0
O=c1cc(-c2cc3ccccc3o2)c2cc(O)ccc2o1	1	0.8	-3	7	-1	0	3	3	-6
COc1cc(Cl)c(C)cc1NC(=O)CN(C)C1CCS(=O)(=O)C1 (configuration not stated)	.	.	0	16	.	2	.	.	5
CC(=O)N1c2c(cc(Br)cc2S(=O)(=O)Nc2c(C)n(C)n(-c3ccccc3)c2=O)CC1C (configuration not stated)	3	-0.2	6	-1	-2	4	0	-5	-8
CCOC(=O)C(C(=O)OCC)[C@@H]1CS(=O)(=O)C[C@H]1C(C(=O)OCC)C(=O)OCC	3	0.8	7	-3	-6	-9	-5	-1	2
Cn1c(C(=O)N2CCCC(C(=O)NCCc3ccccc3)C2)cc2sccc21 (configuration not stated)	-2	1.9	9	3	-1	3	1	-4	2
COn1c(-c2ccccc2)nc2ncccc21	2	0.4	-5	3	0	2	3	-1	-6
O=C(CCC(=O)c1ccc(F)cc1)Nc1cccc(S(=O)(=O)Nc2cccc(Cl)c2)c1	3	5.5	-10	3	-6	-7	-2	7	1
CCn1cnc2sc(C(=O)Oc3ccc(Br)cc3)c(C)c2c1=O	0	1.9	2	1	3	.	-3	8	-2
CC(COc1ccccc1)N1CCC(CO)(Cc2ccccc2)CC1 (configuration not stated)	-1	2.8	6	-2	-1	-4	-1	-2	3

High-throughput results from PubChem.
